Source: PubChem
FN deposition inh: fibronectin deposition inhibition; AH1F fibroblasts, Alexa488-fibronectin deposition fluorescence, overnight; inhibition, % at 12.6 µM; 0.086% of 350,000 active; AID 743247;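 active means mean inhibition across replicates of 30% or more, regardless of how many single replicates reach that level; inconclusive means mean under 30% yet at least half of replicates reach 30%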;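 further: positive control wells lacked labelled fibronectin entirely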
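Assay system: AH1F fibroblasts assembling fluorescent fibronectin matrix; Amount: 10000 AH1F cells per well; Buffer or medium: DMEM, 2% serum; Probe or stimulus: Alexa488-fibronectin, 24 nM final in well; Doses: single compound dose, delivered by pin transfer; Incubation: 1 h adhesion, overnight exposure; Measured by: fluorescence 485/525 nm; Read-out: fibronectin deposition inhibition.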
miR122 inh: miR-122 inhibition in Huh7 cells | Huh7 miR-122 Renilla luciferase sensor, 48 h; neutral wells = 0, positive control = 100 | activation (reporter increase), % at 12.5 µM | 0.3% of 340,000 active | AID 602342;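 active means mean replicate activation score at least 90 and every replicate individually at or above 90; inconclusive means only one of the two criteria met; inactive means neither criterion met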;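 further: higher luciferase means less miR-122 activity so hits act as miR-122 inhibitors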
PAX8 reporter: PAX8 transcriptional activity inhibition; RMG-I TPO-luciferase reporter, SteadyGlo, 24 h; inhibition, % at 12.6 µM; 1.2% of 360,000 active;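 active means mean replicate inhibition at least 60% with every replicate also reaching 60%; inconclusive means only one of the two criteria is met; inactive means mean below 60% and not all replicates reaching 60%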;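 further: luciferase light reporting Pax8 driven TPO promoter activity; plate controls were median of neutral control wells for no effect and mitoxantrone controls for full effect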
GSIS activator: GLuc luminescence reporter in INS-1E cells, primary screen for activators of glucose-dependent secretion of insulin. INS-1E GLuc reporter insulin secretion, 2-3 h. AID 743287. 0.61% of 370,000 active. activation, % at 16.6 µM;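 active means lowest replicate activation of at least 40%, so every replicate reaches that level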;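 further: 0% = median of neutral control wells and 100% = median of IBMX positive control wells; some compounds called inactive have numbers as strong as hits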
CFTR F508del cor: CFTR F508del correction in bronchial cells. CFBE cells, YFP halide quenching; stimulated with forskolin plus potentiator P3; % fluorescence drop versus neutral controls. activity (quench increase), % at 7.58 µM. 0.36% of 350,000 active. AID 720511;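 active means mean added fluorescence quench of at least 8% versus neutral control, with both replicates also reaching 8%; inconclusive means only one of the mean or replicate conditions met; inactive means mean below 8% and not both replicates reaching 8%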;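 further: cells transiently co-express mutant CFTR-F508del with the halide-sensitive YFP; corrector assay measuring rescue of mutant channel to the surface after 24 h compound exposure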
DENV2 CPE: protects cells from dengue virus 2 cytopathic effect. DENV2-infected cells, cytopathic effect rescue, plate reader. CPE inhibition, % at 9.99 µM. 1.7% of 350,000 active. AID 651640; in the data active means CPE inhibition above about 20%, passing the limit was not always enough; inconclusive means no clear call, values can overlap the other calls; tested in BHK-21 cells;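 further: 0% = median of neutral control wells and 100% = median of positive control wells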
EWS-Fli block: inhibitors of EWS/Fli oncoprotein transcriptional activity; A673 NR0B1-luciferase reporter, viability-normalised; 0.67% of 350,000 active; inhibition, % at 12.6 µM; AID 651661;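 active means mean inhibition of at least 50% after viability correction, with every replicate also passing that limit; inconclusive means mean reaches 50% but only one of two replicates passes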;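 further: firefly luciferase signal divided by Alamar Blue viability fluorescence both relative to DMSO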
The depositor's hits bear a star; u = inconclusive; x = not tested or not shown; & = joins results of further samples; [ ] = dose if it differs, or a comment. Not a hit list. About 3.9% of those tested had a hit in this group.

smiles,FN deposition inh,CFTR F508del cor,EWS-Fli block,PAX8 reporter,DENV2 CPE,miR122 inh,GSIS activator
COc1ccc(CN(CC(O)COc2cccc3[nH]cc(C)c23)C(C)(C)C)cc1 (configuration not stated),-2.5,-0.4,-13.9,0.5,3.5,-9.1,-3.4
CC(C)CN(C(=O)COC(=O)Cc1c[nH]c2ccccc12)C1CCS(=O)(=O)C1 (configuration not stated),-5.8,x,x,3.7,x,1.0,x
CCC(=O)N[C@H]1C=C[C@H](CC(=O)NCCN2CCCCC2)O[C@@H]1CO,-4.7,1.2,5.1,-1.5,0.0,x,0.2
CC(=O)OCC1OC(Sc2cccc3cccnc23)C(OC(C)=O)C(OC(C)=O)C1OC(C)=O (configuration not stated),-4.1,x,x,-4.4,x,-5.3,x
COc1ccc(NC(=O)Nc2cccc3c2O[C@@H](CN(C)Cc2ccc(C(=O)O)cc2)[C@H](C)CN([C@H](C)CO)C3=O)cc1,-6.0,-0.1,-5.0,x,-3.2,5.3[16.7 µM],-2.2
CC(=O)N/C(=C/c1ccc2c(c1)OCO2)C(=O)Nc1ccccc1,3.4,x,-38.3,-63.9,u,x,17.7
CC(C)COC(=O)N(C)C[C@H]1OCc2cnnn2CCCC(=O)N([C@H](C)CO)C[C@H]1C,6.0,5.7&-1.2&0.9,-21.9&-1.0&-1.6,-1.2&-8.0,-2.2&0.9&0.8,-1.3,-7.2&9.7
Nc1ccc(-c2c3ccc(=O)cc-3oc3cc(O)ccc23)cc1C(=O)O,4.9,8.8*,-27.0,-1.4,5.5,x,-29.7
C[C@H]1CN([C@@H](C)CO)C(=O)c2cc(NC(=O)c3ccncc3)ccc2O[C@H]1CN(C)C(=O)Nc1ccc(F)cc1,-3.3,-0.7,-1.7,-19.8,-5.8,-10.6[16.7 µM],-14.8
Fc1cccc(Cc2noc(CN3CCCCC3CCc3ccccn3)n2)c1 (configuration not stated),0.8,-0.4,0.0,15.5,-3.0,0.0,-14.1
Fc1ccc2cc(-c3cccnc3)ncc2c1,-1.6,0.5,-71.4,-80.2,u,-1.6,21.8
CC(=O)Nc1ccc(SCC(=O)NC(=O)c2ccc(S(=O)(=O)N(C)C)cc2)cc1,1.7,5.1,6.4,-0.4,-0.9,5.0,4.9
CN1c2ccc(Br)cc2[C@H]2[C@H](CCN2S(=O)(=O)c2cccc(F)c2)[C@H]1CO,1.4,4.1,10.8,6.7,118.3*,21.3[16.7 µM],-27.9
COC(=O)C[C@H]1C[C@@H]2c3cc(NC(=O)Nc4ccc(OC)cc4)ccc3O[C@@H]2[C@H](CO)O1,1.8,0.5,-2.0,-17.9,5.5,0.4[16.7 µM],-4.7
CC(=O)N(Cc1cc2cc(C)ccc2[nH]c1=O)c1cccc(C)c1C,4.7,-0.1,-1.1,10.0,-5.8,x,5.6
Cc1nn(C)cc1CN1CCCC(C(=O)c2ccc(-c3ccccc3)cc2)C1 (configuration not stated),-4.2,0.8,13.4,30.7,8.3,-5.3,37.5
Clc1nnc2c3ccccc3ccn12,2.0,2.0,-6.9,7.7,10.9,x,8.6
O=C(NCC1(N2CCOCC2)CCCCC1)c1ccc(S(=O)(=O)Nc2ccccc2F)cc1,-4.5,5.2,x,6.7,-2.9,12.2,-33.7
CN(C)CCNC(=O)c1cccc2[nH]c(-c3ccncc3)nc12,7.7,-1.4,13.9,-7.2,8.7,0.0,4.8
CO[C@@H]1CN(C)C(=O)c2cc(NC(=O)c3cc(C)on3)ccc2OC[C@@H](C)N(S(=O)(=O)c2cccc(C)c2)C[C@H]1C,-15.4,2.6,10.7,15.8,3.4,x,-24.3
Cn1c(SCC(=O)NNC(=O)c2ccccc2Br)nnc1C(F)(F)F,-3.8,1.8,-0.5,8.5,-2.7,x,5.4
CCSc1nc(CC)c2c(c1C#N)CCCC2,-4.1,x,x,-4.1,x,x,6.7
O=C1CC(/C=C/c2ccncc2)=Nc2ccccc2N1,-8.4,-3.9,-1.3,28.3,1.1,19.5,-36.1
O=C(c1cccnc1)N1CCN(Cc2ccc3ccccc3c2)CC1,-0.6,-1.6,0.8,8.3,9.7,x,52.7
CC(C)(C)C(=O)COC(=O)c1ccccc1O,3.3,x,x,-5.4,x,-1.3,4.7
COCC(=O)N1CC2(CN(Cc3ccc(Cl)cc3)C2)c2c([nH]c3cc(OC)ccc23)[C@H]1CO,-1.0,-1.9,-1.6,14.8,-8.9,x,-1.4
CCCCn1c(N)c(N(CCOC)C(=O)CN(C)CC(=O)Nc2ccc(Cl)c(Cl)c2)c(=O)[nH]c1=O,4.5,-1.4,-0.9,22.2,-6.1,-1.3,-11.1
COc1ccc2c3c([nH]c2c1)[C@H](CO)N(C)CC31CCN(S(=O)(=O)c2cn(C)cn2)CC1,-8.5,1.0,-8.7,x,-4.4,x,6.2
CCCNC(=O)C1(C)CCCN(C(=O)c2cc3ccccc3s2)C1 (configuration not stated),x,-2.2,5.0,-0.1,7.3,x,-2.5
COc1ccccc1S(=O)(=O)N[C@@H]1CC[C@H](CC(=O)N2CCOCC2)O[C@H]1CO,x,-0.5,0.9,-0.9,-1.0,x,1.5
CCOc1ccc(-c2nnn(CC(=O)NCc3ccccc3)n2)cc1,-7.2,3.3,12.9,-4.3,-4.0,1.8,-0.9
COc1ccc(NS(=O)(=O)c2ccc3c(c2)n(C)c(=O)n3C)cc1,x,1.2,-0.1,x,-6.8,18.0,22.3
O=c1[nH][nH]c2c1[C@H](c1ccc(Cl)cc1)O[C@H](C1CCCC1)C2,-22.1,5.5,-7.2,-5.0,-7.5,x,12.2
O=C(Nc1ccnn1C1CCN(C(=O)c2ccc(Cl)cc2)CC1)C1CC1,2.2,-1.7,x,4.8,12.8,x,-2.3
CCOC(=O)c1[nH]c(CN2CCN(c3ccc(OC)cc3)CC2)c(C(=O)OCC)c1C,0.0,0.1,2.4,2.9,3.3,-4.5,-71.5
Cc1ccnc(NC(=S)NC(=O)/C=C/c2ccccc2)c1,x,0.3,-45.6,x,-4.1,-0.1,-8.5
CCCCn1c2ccc(F)cc2c2nnc(SCCN3CCCCC3)nc21,0.1,2.0,2.1,14.5,-9.6,-4.6,13.9
C#CCOCCOCCOCCNc1nc(N2CCN(C(=O)Cn3cc(CC(C)O)nn3)CC2)nc(N2CCN(C(=O)[C@H]([C@@H](C)CC)n3cc(CCCCN)nn3)CC2)n1 (some centres not stated),4.2,-1.0,-0.6,-18.9,19.6,x,11.4
Nc1ccc(-c2cnc(-c3ccc(N)cc3)nc2)cc1,x,x,x,-18.2,x,4.8,-1.1
C[C@H]1CN([C@@H](C)CO)C(=O)CCCn2nncc2CO[C@H]1CN(C)C(=O)Nc1ccccc1,-7.8&-18.0,0.4&0.4,9.1&-5.5,9.2&0.4,1.2&-1.4,-0.1,0.3&-1.8
COc1ccc(OC)c(S(=O)(=O)Nc2ccc3oc(C)c(C(C)=O)c3c2)c1,-0.8,1.6,-10.4,10.2,-5.9,80.3,-14.6
CCOC(=O)C1=C(C)N=C2SCCC(=O)N2[C@@H]1/C=C/c1ccccc1,-14.2,x,x,18.1,x,0.4,x
CCCn1c(C)cc(C(=O)CSc2nc3nc(C)cc(C)n3n2)c1C,-9.7,-2.0,-4.2,31.0,4.8,2.7,-0.1
Cc1cccc(C(=O)NCC(=O)N2CCN(S(=O)(=O)c3ccc4c(c3)OCCO4)CC2)c1,-3.5,-2.5,18.8,14.3,-0.8,0.7,8.8
COCCNC(=O)c1cc(S(=O)(=O)N2CCC3(CC2)OCCO3)ccc1F,5.2,-0.8,3.3,-3.6,-1.0,x,-4.2
C/C(=N\NC(=O)c1ccc(Cn2cc(Br)cn2)o1)c1cccc(NC(=O)C(C)(C)C)c1,5.7,x,x,18.1,x,-3.9,-19.1
CCOC(=O)CNC(=S)N(CCCN1CCN(C)CC1)Cc1cccs1,-4.6,0.6,-5.6,16.8,1.1,8.1,12.6
N#Cc1ccsc1NC(=O)COC(=O)c1ccc(NC(N)=O)cc1,2.2,3.8,-65.9,-133.5,4.5,-4.3,0.9
C[C@H]1CN([C@@H](C)CO)C(=O)Cc2cc(NC(=O)C3CC3)ccc2O[C@@H]1CN(C)Cc1ccc(Cl)c(Cl)c1,x,-2.3,x,28.0,1.0,0.2[16.7 µM],-3.6
CCCC(=O)NC(c1ccco1)c1cc([N+](=O)[O-])c2cccnc2c1O (configuration not stated),10.0,-1.7,19.6,13.6,1.4,x,-14.1

Following part
smiles,FN deposition inh,CFTR F508del cor,EWS-Fli block,PAX8 reporter,DENV2 CPE,miR122 inh,GSIS activator
CCOC(=O)CC(c1ccc(N)cc1)n1c(C)ccc1C (configuration not stated),x,-1.4,1.2,-23.0,-0.2,-3.1,-14.4
CC(C)CCC1(CCO)C(=O)N=C(N)NC1=O (configuration not stated),-1.7,-1.3,11.1,14.3,-0.8,-4.4,4.7
C[C@H](CO)N1C[C@H](C)[C@@H](CN(C)Cc2ccc(O)cc2)OCc2cn(nn2)CCCC1=O,3.3,-0.6,-1.8,3.5,x,-0.9[16.7 µM],11.0
CCOc1ccc(C=NN2CCCCCC2)cc1OCC,-5.5,2.9,2.0,-14.3,-3.3,x,-2.9
COc1ccc(NC(=O)CSCC(=O)Nc2ccc(C)c(S(=O)(=O)N3CCCCCC3)c2)cc1,-7.6,-0.7,20.4,6.6,u,6.0,0.4
CC(/C=C/c1ccccc1F)=N\NC(=O)c1cccc(F)c1,-6.6,-0.3,-10.2,-16.4,-4.2,x,3.1
COc1ccc(OC)c(CN2C(=O)CN(S(C)(=O)=O)CC2(C)C(=O)Nc2c(C)cccc2C)c1 (configuration not stated),x,-2.1,-3.9,-4.5,3.5,x,10.8
c1cc2c3c(cccc3c1)C(N1CCOCC1)=N2,-2.5,0.0,-8.5,18.0,0.8,-9.2,14.0
COC(=O)c1sccc1NC(=O)Nc1cc(C)cc(C)c1,8.0,-0.1,-56.0,-103.4,14.3,4.1,-15.8
COc1cc(CNCCc2ccccc2)ccc1OCC(N)=O,-9.0,x,-1.5,-20.0,19.2,-6.5,2.7

One compound at a time, from the list above:
Results for CC(/C=C/c1ccccc1F)=N\NC(=O)c1cccc(F)c1 : FN deposition inh = -6.6; CFTR F508del cor = -0.3; EWS-Fli block = -10.2; PAX8 reporter = -16.4; DENV2 CPE = -4.2; miR122 inh = x; GSIS activator = 3.1
Results for COc1ccc(OC)c(CN2C(=O)CN(S(C)(=O)=O)CC2(C)C(=O)Nc2c(C)cccc2C)c1 (configuration not stated) : FN deposition inh = x; CFTR F508del cor = -2.1; EWS-Fli block = -3.9; PAX8 reporter = -4.5; DENV2 CPE = 3.5; miR122 inh = x; GSIS activator = 10.8
